High-throughput results deposited in PubChem by The Scripps Research Institute Molecular Screening Center.
CHO parental Ca: counter-screen for OX1R antagonists: effect in parental CHO cells. parental CHO-K1, ATP-induced calcium, Fluo-8 fluorescence. inhibition, % at 5.6 µM. 330,000 compounds, 0.63% hits;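 active = inhibition above that plate's mean sample inhibition plus 3 SD, cut at about 26% in these data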;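 note: 0% = ATP-challenged DMSO wells and 100% = DMSO wells without ATP; some compounds past the cut are filed as inactive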
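Material: Parental CHO cells | Reagent: ATP | Compound dosing: Single nominal dose of 5.6 µM per compound | Detection: Intracellular calcium via Fluo-8 no-wash fluorescent dye | Read-out: % inhibition of ATP-induced calcium mobilization | Benchmarks: Low control ATP plus DMSO, high control DMSO only | Replicates: Singlicate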
OXTR potentiate: potentiates the human oxytocin receptor response. P30559. CHO-OTR cells, Fluo-8 calcium fluorescence, potentiator mode; 0% = oxytocin EC15, 100% = EC100. activation, % at 3 µM. 320,000 compounds, 0.061% hits. AID 2445;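 active = activation above that plate's cutoff, the mean activation of tested compounds plus 3 SD, cut at about 6.6% in these data, passing the limit was not always enough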;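 note: 100% uses oxytocin at 75 nM as the full agonist control; some results filed as inactive read as strong as hits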
Target sequence (P30559 whole entry, looked up): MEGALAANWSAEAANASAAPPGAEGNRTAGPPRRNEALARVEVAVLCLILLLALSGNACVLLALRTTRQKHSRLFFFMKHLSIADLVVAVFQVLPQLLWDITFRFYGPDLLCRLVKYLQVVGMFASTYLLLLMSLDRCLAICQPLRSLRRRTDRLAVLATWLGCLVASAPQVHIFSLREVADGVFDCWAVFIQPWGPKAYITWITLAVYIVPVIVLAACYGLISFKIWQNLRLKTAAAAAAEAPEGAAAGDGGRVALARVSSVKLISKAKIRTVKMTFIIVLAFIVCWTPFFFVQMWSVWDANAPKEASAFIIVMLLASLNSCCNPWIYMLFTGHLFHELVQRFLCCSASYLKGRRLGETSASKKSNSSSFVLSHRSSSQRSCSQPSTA
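Replication – single well per compound, singlicate · Assay system – CHO cell line stably expressing human OTR · Timing – 6 min pre-incubation, 100 s read · Measure – normalized max/min fluorescence ratio, % activation · Doses – 3.0 µM, one dose · Detection – Fluo-8 calcium dye fluorescence · Probe or stimulus – oxytocin near EC15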
M1 ag: agonists of human M1 muscarinic receptor; P11229; CHO-K1 hM1, Fluo-8 calcium fluorescence, agonist mode; 0% DMSO, 100% acetylcholine EC100; activation, % at 3 µM; 360,000 compounds, 0.33% hits; AID 588814;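 active = activation above the run's mean compound activation plus 3 SD, cut at about 16% in these data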;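 note: peak over basal fluorescence ratio within a 140 s kinetic read after compound addition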
M1 antag: antagonists of human M1 muscarinic receptor; P11229; CHO-K1 hM1, Fluo-8 calcium fluorescence, ACh EC80 antagonist; inhibition, % at 3 µM; 360,000 compounds, 1.3% hits;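 active = percent inhibition above its own plate's cutoff, namely the mean of that plate's compound wells plus 3 SD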;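 note: peak over basal fluorescence ratio during 140 s after agonist addition; 0% = ACh EC80 plus DMSO and 100% = DMSO alone without agonist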
M1 PAM: positive allosteric modulators of human M1 muscarinic receptor | P11229 | CHO-K1 hM1, Fluo-8 calcium fluorescence, ACh EC20; 0% = ACh EC20, 100% = maximal ACh | activation, % at 3 µM | 360,000 compounds, 0.088% hits; in the data active = activation above about 19%, passing the limit was not always enough
CHO-K1 Ca antag: counter-screen for M1 antagonists: effect in parental CHO-K1 cells; inhibition, % at 3 µM; 360,000 compounds, 0.6% hits; ATP-induced calcium, Fluo-8 fluorescence;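 active = inhibition above a per-plate cutoff, the plate's mean sample inhibition plus 3 SD, cut at about 24% in these data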;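 note: 0% = DMSO plus EC80 ATP and 100% = DMSO alone without ATP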
CHO-K1 Ca ag: nonselective activator or artifact in parental CHO-K1 cells; activation, % at 3 µM; 360,000 compounds, 0.48% hits; Fluo-8 calcium fluorescence; scaled to maximal ATP response, vehicle zero; in the data active = activation above about 15%;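 note: untransfected CHO-K1 host cells lacking M1 receptor as counterscreen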
CHRM4 agonist: agonists of human muscarinic M4 receptor (CHRM4); P08173; CHO-K1 hM4/Gqi5, Fluo-8 calcium fluorescence; vehicle 0%, full acetylcholine response 100%; activation, % at 3 µM; 360,000 compounds, 0.14% hits; AID 624127;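 active = activation above the run mean over all test wells plus 3 SD, cut at about 32% in these data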;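 note: peak over basal fluorescence ratio per well then scaled between controls; 0% = DMSO wells and 100% = acetylcholine at EC100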
Target sequence (P08173 whole entry, looked up): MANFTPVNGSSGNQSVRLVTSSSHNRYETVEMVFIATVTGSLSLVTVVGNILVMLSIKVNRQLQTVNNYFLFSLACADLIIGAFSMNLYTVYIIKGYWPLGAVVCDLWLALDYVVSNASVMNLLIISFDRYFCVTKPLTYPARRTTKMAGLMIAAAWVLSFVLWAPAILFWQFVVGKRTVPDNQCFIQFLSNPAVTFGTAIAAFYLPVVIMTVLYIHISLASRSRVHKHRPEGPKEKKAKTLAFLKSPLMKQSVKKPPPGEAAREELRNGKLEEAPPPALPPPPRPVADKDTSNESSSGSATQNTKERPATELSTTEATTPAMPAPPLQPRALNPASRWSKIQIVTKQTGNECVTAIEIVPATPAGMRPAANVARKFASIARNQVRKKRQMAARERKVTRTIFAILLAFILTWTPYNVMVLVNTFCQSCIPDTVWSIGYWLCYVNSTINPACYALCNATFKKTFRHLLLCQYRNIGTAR
CHRM4 antagonist: CHRM4 antagonism in calcium assay; P08173; inhibition, % at 3 µM; 360,000 compounds, 0.73% hits; CHO-hM4 cells, ACh EC80, Fluo-8 calcium fluorescence;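 active = inhibition above its plate's cutoff, the mean inhibition of sample wells plus 3 SD, cut at about 27% in these data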;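 note: 0% = acetylcholine EC80 with DMSO and 100% = DMSO without agonist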
* = called active by the depositor; / = not tested or not shown.

1) C=CCNC(=O)c1onc(CSc2cc(C)ccc2C)c1C(=O)O
2) CC1(c2nnc(Cc3ccccc3)o2)CC(c2c(Cl)cccc2Cl)=NO1 (stereo not given)
3) Cc1[nH]c2ccccc2c1C(=O)C(C)Sc1nnc(C2CC2)o1 (stereo not given)
4) c1ccc(N2CCN(c3cnc4ccccc4n3)CC2)cc1
5) Cc1ccc(SCC(=O)NC(=O)NCCC(C)C)c(C)c1
6) CC(C)C(=O)N1CCN(c2c(Cl)cccc2[N+](=O)[O-])CC1
screen / no.	1	2	3	4	5	6
CHO parental Ca	-6	-19	-12	-10	-21	-8
OXTR potentiate	-12	-2	-9	-4	-4	-18
M1 ag	-1	-5	4	-3	-5	-5
M1 antag	-13	-12	0	-5	-2	0
M1 PAM	12	5	2	4	0	5
CHO-K1 Ca antag	-14	-9	-11	-2	-8	4
CHO-K1 Ca ag	0.1	-0.6	1.7	0.3	-0.3	1.8
CHRM4 agonist	-1	3	2	2	-2	0
CHRM4 antagonist	-1	-9	-12	-5	-2	10

7) N#CCOC(=O)c1cc(S(=O)(=O)N2CCCCC2)ccc1N1CCOCC1
8) Cc1ccnc(NC(=O)COC(=O)C23CC4CC(CC(C4)C2)C3)n1
9) N#Cc1nc(-c2ccc(Cl)cc2)oc1NCCc1ccccn1
10) Cc1cc2nc(C)c(Cc3ccccc3)c(=O)n2[nH]1
11) Cc1nc(SCC(=O)c2ccc(F)cc2)c([N+](=O)[O-])[nH]1
12) Cc1cccc(NC(=O)CCNS(=O)(=O)c2cccc3nsnc23)c1
screen / no.	7	8	9	10	11	12
CHO parental Ca	3	-13	-2	-4	1	-9
OXTR potentiate	-9	2	-4	-6	-10	-8
M1 ag	-4	2	-2	-2	0	-3
M1 antag	3	-8	-17	-11	-4	6
M1 PAM	2	7	2	4	10	5
CHO-K1 Ca antag	-2	-11	-7	-17	-9	-21
CHO-K1 Ca ag	0.6	0.5	0.0	0.5	1.7	0.4
CHRM4 agonist	1	1	1	1	-1	1
CHRM4 antagonist	7	-1	-6	-19	3	-2

Exported with two lines to a compound: two of the compounds above
Results follow in this order: CHO parental Ca	OXTR potentiate	M1 ag	M1 antag	M1 PAM	CHO-K1 Ca antag	CHO-K1 Ca ag	CHRM4 agonist	CHRM4 antagonist
[6] CC(C)C(=O)N1CCN(c2c(Cl)cccc2[N+](=O)[O-])CC1
→ -8	-18	-5	0	5	4	1.8	0	10
[7] N#CCOC(=O)c1cc(S(=O)(=O)N2CCCCC2)ccc1N1CCOCC1
→ 3	-9	-4	3	2	-2	0.6	1	7

Additional results:
13) COc1ccc(S(=O)(=O)N/N=C(/C)c2ccncc2)cc1
14) CCOC(=O)c1c(C)oc2ccc(NS(=O)(=O)c3ccc4c5c(cccc35)C(=O)N4)cc12
15) CCCn1nnc(NC(=S)NC(=O)/C=C/c2ccc(Cl)cc2)n1
16) Cc1ccc(SCC(=O)OCC(=O)NC2(C#N)CCCCC2)cc1
17) CC(=O)NC(=S)Nc1ccc(NC(=S)NC(=O)c2ccc([N+](=O)[O-])cc2)cc1
18) Cc1cc(NCc2ccco2)n2c(nc3ccccc32)c1C#N
screen / no.	13	14	15	16	17	18
CHO parental Ca	1	-19	-22	/	1	-19
OXTR potentiate	-11	-11	-1	/	6	-3
M1 ag	1	2	-2	-3	1	0
M1 antag	-5	6	4	7	-7	-6
M1 PAM	16	3	2	-2	6	7
CHO-K1 Ca antag	-3	-22	-5	5	-6	-1
CHO-K1 Ca ag	0.4	6.1	4.3	0.8	24*	0.9
CHRM4 agonist	2	10	18	2	1	1
CHRM4 antagonist	4	-4	5	-2	-16	-7

19) Cn1c(=O)c2cc(NC(=S)NC3CC3)ccc2n1Cc1ccccc1
20) CC(=O)c1ccc(S(=O)(=O)N2CCN(C(C)C(=O)N(C)Cc3ccccc3)CC2)cc1 (stereo not given)
21) CC(C)CC1NC(=O)N(CC(=O)Nc2ccc3c(c2)OCCO3)C1=O (stereo not given)
22) Cn1c(SCc2cccc(F)c2)nnc1-c1cnccn1
23) N#Cc1ccccc1CSc1nc(O)cc(=O)[nH]1
24) CCSc1ccccc1C(=O)Nc1cccnc1
screen / no.	19	20	21	22	23	24
CHO parental Ca	/	-28	-2	0	-8	-11
OXTR potentiate	/	-3	0	-2	-3	3
M1 ag	-7	-6	-2	-7	-2	-4
M1 antag	-10	25	-4	2	-13	-5
M1 PAM	2	-6	6	4	-4	9
CHO-K1 Ca antag	-23	-15	-10	-15	4	-6
CHO-K1 Ca ag	0.9	0.8	0.7	0.7	-0.3	0.8
CHRM4 agonist	1	6	0	1	0	0
CHRM4 antagonist	-7	-16	-3	11	9	2

25) Cc1csc(NC(=O)CCCc2cccs2)n1
26) CCCNS(=O)(=O)c1ccc(CCC(=O)N2CCC(C)CC2)cc1
27) CNc1nc(Oc2ccc3sc(C)nc3c2)c2sccc2n1
28) CCn1c(SCc2ccccc2)nc2ccccc2c1=O
29) O=C(NCc1ccccn1)C1CCN(S(=O)(=O)N2CCCC2)CC1
30) CCC(NC(=O)c1ccccc1NC(=O)c1ccco1)C(=O)NNC(=O)c1ccc(OC)cc1 (stereo not given)
screen / no.	25	26	27	28	29	30
CHO parental Ca	-6	-15	/	-20	-6	-14
OXTR potentiate	1	-3	/	-1	-7	-8
M1 ag	-3	-3	-2	0	-4	-7
M1 antag	12	-6	1	8	-31	-10
M1 PAM	-5	4	-7	-2	5	2
CHO-K1 Ca antag	0	-5	-9	-11	-17	-8
CHO-K1 Ca ag	4.0	0.1	3.8	-0.2	0.1	0.3
CHRM4 agonist	13	1	10	-1	1	0
CHRM4 antagonist	5	6	-7	-9	-4	4

31) COc1ccc(-n2nc(C(=O)NCC(=O)Nc3cccc(Cl)c3)c3ccccc3c2=O)cc1
32) Cc1ccc(S(=O)(=O)N2CCCCC2)cc1NS(=O)(=O)c1cccc(C(=O)O)c1
33) CN(c1cccc(NC(=O)c2ccccc2N(Cc2ccccc2)S(C)(=O)=O)c1)S(C)(=O)=O
34) Cc1ccnc(N2CCC(C(=O)Nc3nnc(C)s3)CC2)n1
35) O=C(COC(=O)c1cc(-c2ccccc2Cl)nc2ccccc12)Nc1ncc(C(F)(F)F)cc1Cl
36) CC1CN(c2nc3c(c(=O)n(C)c(=O)n3C)n2Cc2c(Cl)cccc2Cl)CC(C)O1 (stereo not given)
screen / no.	31	32	33	34	35	36
CHO parental Ca	-24	-4	-14	-1	-8	-9
OXTR potentiate	-6	-7	0	-10	1	-4
M1 ag	-4	-3	-4	-1	-3	9
M1 antag	-6	0	1	-7	-6	0
M1 PAM	6	0	2	9	10	2
CHO-K1 Ca antag	-9	-8	-8	4	-7	8
CHO-K1 Ca ag	1.5	0.7	2.0	0.0	0.5	0.7
CHRM4 agonist	2	0	2	0	0	-1
CHRM4 antagonist	-17	5	4	-14	-1	5

Sorted by molar mass (ascending): 6 of the compounds above.
34) Cc1ccnc(N2CCC(C(=O)Nc3nnc(C)s3)CC2)n1
29) O=C(NCc1ccccn1)C1CCN(S(=O)(=O)N2CCCC2)CC1
32) Cc1ccc(S(=O)(=O)N2CCCCC2)cc1NS(=O)(=O)c1cccc(C(=O)O)c1
36) CC1CN(c2nc3c(c(=O)n(C)c(=O)n3C)n2Cc2c(Cl)cccc2Cl)CC(C)O1 (stereo not given)
33) CN(c1cccc(NC(=O)c2ccccc2N(Cc2ccccc2)S(C)(=O)=O)c1)S(C)(=O)=O
35) O=C(COC(=O)c1cc(-c2ccccc2Cl)nc2ccccc12)Nc1ncc(C(F)(F)F)cc1Cl
screen / no.	34	29	32	36	33	35
CHO parental Ca	-1	-6	-4	-9	-14	-8
OXTR potentiate	-10	-7	-7	-4	0	1
M1 ag	-1	-4	-3	9	-4	-3
M1 antag	-7	-31	0	0	1	-6
M1 PAM	9	5	0	2	2	10
CHO-K1 Ca antag	4	-17	-8	8	-8	-7
CHO-K1 Ca ag	0.0	0.1	0.7	0.7	2.0	0.5
CHRM4 agonist	0	1	0	-1	2	0
CHRM4 antagonist	-14	-4	5	5	4	-1

Carrying on:
37) Cc1ccc(OCC(=O)NCCCNC(=O)c2ccccn2)cc1
38) Cc1csc(NC(=O)CSc2ncn(-c3ccccc3)n2)n1
39) CCOc1ccc(-c2csc(NC(=O)c3ccc(S(=O)(=O)N4CCc5ccccc5C4)cc3)n2)cc1
40) CC(C)C(C(=O)NCc1ccco1)N(C(=O)CNS(=O)(=O)c1ccc(Cl)cc1)C1CCCC1 (stereo not given)
41) O=C(C[C@H]1C[C@H](C(=O)N2CCOCC2)[C@@]2(CCC3CCCC3)c3[nH]c4cc(-c5ccco5)ccc4c3CCN2C1=O)NCCC1=CCCCC1
42) CC(CNCCCn1ccc(NC(=O)OCc2ccccc2)nc1=O)c1ccccc1 (stereo not given)
screen / no.	37	38	39	40	41	42
CHO parental Ca	-4	-11	-4	-23	-21	/
OXTR potentiate	-10	-6	-9	-9	/	/
M1 ag	-4	-3	-5	-4	-2	-10
M1 antag	11	-12	-1	-5	-9	2
M1 PAM	-2	4	0	-2	3	3
CHO-K1 Ca antag	-17	-7	-6	-10	3	-9
CHO-K1 Ca ag	0.2	0.5	0.5	0.5	0.5	0.2
CHRM4 agonist	2	1	0	0	-1	2
CHRM4 antagonist	8	5	0	6	-1	4

43) Cc1cc(C(=O)CSc2nc3ccccc3c(=O)[nH]2)c(C)n1CC1CCCO1 (stereo not given)
44) Cc1cc(C)nc(SCCS(=O)(=O)Cc2ccccc2)n1
45) Cc1ccc(NC(=O)Nc2nc3ccccc3s2)cc1NC(=O)Nc1nc2ccccc2s1
46) Cc1cc([N+](=O)[O-])nn1CC(=O)Nc1ccccn1
47) O=C(Nc1ncccn1)c1ccc([N+](=O)[O-])cc1
48) O=C(COc1ccc([N+](=O)[O-])cc1Cl)NCC1CCCO1 (stereo not given)
screen / no.	43	44	45	46	47	48
CHO parental Ca	60*	-9	-1	-1	-10	-10
OXTR potentiate	-8	7	-12	4	-6	1
M1 ag	-2	2	-2	-6	-1	-3
M1 antag	25	-11	-7	-7	-6	-1
M1 PAM	-10	13	10	0	10	6
CHO-K1 Ca antag	24*	-18	-12	-2	2	-16
CHO-K1 Ca ag	17*	1.4	1.1	0.0	0.0	0.9
CHRM4 agonist	19	1	0	1	0	1
CHRM4 antagonist	27*	6	2	-2	1	2
